RXFP1 ag = activates the human relaxin receptor RXFP1; Q9HBX9; HEK293T-RXFP1 cAMP TR-FRET, 30 min; response scale: percent of porcine relaxin response, buffer zero; Potency, µM (series often up to 57.5 µM), for the others: top-dose activation, actives largely listed as activators; hit rate 0.3% among 370,000; AID 2676; also: % is scaled to controls: 0 for no effect and ±100 for the full control effect; nearly all actives have a fitted effect of over 60% in size; many of its hits are not listed in these tables
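HEK293 cells stably expressing RXFP1, treated 30 min at 37C with compounds plus PDE4 inhibitor Ro 20174; cAMP measured by HTRF TR-FRET. Normalized to buffer and 29 nM porcine relaxin; EC50 by Hill fit.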
ALOX12 inh = blocks human arachidonate 12S-lipoxygenase; P18054; purified 12hLO, xylenol orange hydroperoxide absorbance; Potency, µM (highest dose often 108 µM), without a hit: at the top dose activity change, negative = inhibition, actives largely listed as inhibitors; hit rate 1.1% among 580,000; AID 1671190; also: % is scaled to controls: 0 for no effect and ±100 for the full control effect
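Hydroperoxide product was detected by ferrous iron/xylenol orange as the 573 to 405 nm absorbance ratio. Arachidonic acid at 40 uM (final) was turned over for 30 min at room temperature by 150 nM human 12hLO, pH 7.0 Hepes buffer, after 15 min compound preincubation.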
TrxR1 inh = inhibitors of rat thioredoxin reductase 1. Potency, µM (titrated, usually from 114 µM), for inactives: at the top dose activity change, negative = inhibition, hits mostly inhibitors. O89049. hit rate 1% among 390,000. recombinant rTrxR1, NADPH fluorescence consumption, selenite substrate; also: % is scaled to controls: 0 for no effect and ±100 for the full control effect; nearly all actives have a fitted effect of over 65% in size
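Rat TrxR1 (90 nM in the dispensed reagent) was pre-reduced with 400 uM NADPH for 5 min at room temperature, then incubated with compound for 15 min. After 400 uM selenite was added, NADPH fluorescence (Ex 340/Em 450 nm) was followed for 8 min.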
TrxR1 substrate = substrates of rat thioredoxin reductase 1; purified TrxR1 substrate turnover, NADPH consumption readout; Potency, µM (doses to about 114 µM), without a hit: top-dose activity change, negative = substrate turnover; hit rate 0.01% among 390,000; O89049; also: % is scaled to controls: 0 for no effect and ±100 for the full control effect; nearly all actives have a fitted effect of over 50% in size
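Rat TrxR1, dispensed at 90 nM, was prereduced with 400 uM NADPH (final) for 5 min at ~22 deg C, then incubated with compound 15 min before 400 uM selenite. A first-read NADPH fluorescence drop versus no-compound background flagged substrates.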
mIDH1 inhibitor = human IDH1 R132H inhibition. O75874. IDH1-R132H enzyme, NADPH consumption, diaphorase/resazurin fluorescence. Potency, µM (doses to about 76.6 µM), for inactives: at the top dose activity change, negative = inhibition, actives largely listed as inhibitors. hit rate 0.093% among 390,000; also: % is scaled to controls: 0 for no effect and ±100 for the full control effect; nearly all actives have a fitted effect of over 65% in size
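IDH1-R132H (0.5 ug/mL) preincubated 30 min with compound, then NADPH (0.016 mM) and alpha-KG (2 mM) added; 80 min at RT, pH 7.5. Remaining NADPH coupled via diaphorase/resazurin to fluorescence (540/590 nm); concentration-response curves normalized to no-enzyme control.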
Vif-APOBEC3G blk = Vif-A3G binding inhibition | Q9HC16 | HeLa A3G-eYFP + Vif (tagged APOBEC3G with the HIV-1 protein that degrades it), YFP fluorescence, overnight | Potency, µM (top dose mostly 46.1 µM), inactives show at the top dose activity, negative = active, usual class: inhibitors | hit rate 0.076% among 410,000;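 also: % is scaled to controls: 0 for no effect and ±100 for the full control effect; nearly all actives have a fitted effect of over 60% in size; hits raise eYFP signal because A3G escapes Vif-driven loss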
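Read-out is eYFP fluorescence (Ex 488/Em 500-530) from Vif-expressing HeLa A3G-eYFP cells; more signal means A3G escaped Vif-mediated degradation. Cells plated overnight, compound pinned in, incubated overnight at 37 deg C.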
Vif-A3F inh = inhibitors of Vif-A3F interaction | HeLa A3F-eYFP + Vif (tagged APOBEC3F with the HIV-1 protein that degrades it), YFP fluorescence increase | Potency, µM (titrated, usually from 46.1 µM), for the others: at the highest dose activity, negative = active | hit rate 0.2% among 390,000; also: % of control where 0% means no effect; nearly all actives have a fitted effect of over 65% in size
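HeLa cells stably expressing A3F-eYFP plus Vif, plated and incubated overnight at 37 deg C, then exposed to compounds overnight at 37 deg C. Blocked degradation read as raised yellow fluorescence (Ex 488/Em 500-530).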
RGS4 inh = inhibitors of human regulator of G protein signaling 4; P49798; Transcreener GDP fluorescence polarization, RGS4-accelerated GTP hydrolysis; Potency, µM (series often up to 114 µM), without a hit: at the top dose activity change, negative = inhibition, most hits filed as inhibitors; hit rate 0.039% among 390,000; also: % is scaled to controls: 0 for no effect and ±100 for the full control effect; nearly all actives have a fitted effect of over 75% in size; some results filed as inactive show a strong effect at the top dose
Target sequence (P49798 whole entry, looked up): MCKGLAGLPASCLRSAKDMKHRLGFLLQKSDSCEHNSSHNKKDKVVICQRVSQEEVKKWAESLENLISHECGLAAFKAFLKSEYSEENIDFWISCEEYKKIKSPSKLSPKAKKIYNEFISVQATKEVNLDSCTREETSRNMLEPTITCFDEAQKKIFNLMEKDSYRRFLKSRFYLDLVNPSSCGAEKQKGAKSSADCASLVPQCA
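MLSMR compounds (23 nl, pin-transferred) preincubated 10 min at room temperature with a 500nM (2x) first reagent, then RGS4 at 900nM (2x) plus Transcreener GDP mix added; fluorescence polarization (620/688 nm) read before and after 90 min at 30 °C.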
USP1 inh = USP1/UAF1 (human) deubiquitinase inhibition; O94782; recombinant USP1/UAF1, Ub-Rhodamine cleavage fluorescence; Potency, µM (titrated, usually from 57.1 µM), inactives show at the highest dose activity change, negative = inhibition, hits mostly inhibitors; hit rate 0.23% among 390,000; AID 743255; also: % is scaled to controls: 0 for no effect and ±100 for the full control effect; nearly all actives have a fitted effect of over 60% in size; inactives centre near -12
Target sequence (O94782 whole entry, looked up): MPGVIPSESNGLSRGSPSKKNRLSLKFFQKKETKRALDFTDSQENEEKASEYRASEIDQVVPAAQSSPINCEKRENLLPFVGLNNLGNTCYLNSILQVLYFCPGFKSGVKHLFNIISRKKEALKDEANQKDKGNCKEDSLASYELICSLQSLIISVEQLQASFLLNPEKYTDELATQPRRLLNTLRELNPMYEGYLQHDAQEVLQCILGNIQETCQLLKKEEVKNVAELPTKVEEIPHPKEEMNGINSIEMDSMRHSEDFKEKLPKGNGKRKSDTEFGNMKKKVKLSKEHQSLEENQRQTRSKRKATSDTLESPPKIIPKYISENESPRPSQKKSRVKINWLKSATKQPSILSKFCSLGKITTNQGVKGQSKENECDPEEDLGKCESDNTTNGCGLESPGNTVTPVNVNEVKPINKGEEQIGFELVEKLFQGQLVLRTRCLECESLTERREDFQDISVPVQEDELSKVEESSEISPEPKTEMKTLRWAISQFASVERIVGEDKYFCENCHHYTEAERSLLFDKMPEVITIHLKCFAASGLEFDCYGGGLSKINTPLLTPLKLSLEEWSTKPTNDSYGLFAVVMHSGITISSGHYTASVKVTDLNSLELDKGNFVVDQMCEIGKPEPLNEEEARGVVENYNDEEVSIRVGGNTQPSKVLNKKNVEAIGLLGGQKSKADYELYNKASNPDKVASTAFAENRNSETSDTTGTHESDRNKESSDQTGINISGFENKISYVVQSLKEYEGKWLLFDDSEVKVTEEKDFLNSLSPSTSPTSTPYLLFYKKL
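High-throughput fluorogenic screen: 1nM USP1/UAF1 complex, Ub-Rho substrate 150nM final, 50mM HEPES pH 7.8 with 0.5mM EDTA, 0.1 mg/ml BSA, 1mM TCEP and 0.01% Tween-20.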
Starred values were filed as active, the others as inactive; i = inactive; ? = inconclusive; / = not tested or not shown; & = joins results of further samples; [ ] = remark or other dose. Calls follow the shape of the dose curve; as a rule, active = well fitted curve in the direction sought with a large enough effect; inconclusive = small, poorly fitted or top-dose-only effect, or another doubt; inactive = no such curve, though single readings can be large; an effect the other way counts as inactive or inconclusive. Potency is read from the fitted curve at half-maximal effect. Only part of the results is shown, so the mix of outcomes need not match the whole.

Start of the listing, in advance:
SMILES	RXFP1 ag	ALOX12 inh	TrxR1 inh	TrxR1 substrate	mIDH1 inhibitor	Vif-APOBEC3G blk	Vif-A3F inh	RGS4 inh	USP1 inh
N#Cc1nc(/C=C/c2ccccc2)oc1NCCCN1CCOCC1	?	15%	-10%[57.1 µM]	355%[activator][57.1 µM]	3%	0%	-4%	4%	-14%
O=C(COC(=O)c1n[nH]c2ccccc12)c1ccc(F)c(F)c1	0.2%	?	5%[57.1 µM]	0%[57.1 µM]	-4%	-3%	-1%	15%	-8%
NC(=O)CC(NC(=O)c1ccccc1)c1ccc(NCCOc2ccccc2)c([N+](=O)[O-])c1 (stereo not given)	1.5%	29%	20%[57.1 µM]	4%[57.1 µM]	0%	5%	?	2%	-16%
CCOC(=O)c1ccoc1CSCc1ccc(C(=O)OC)o1	2.8%	?	?	1%	4%	2%	4%	-23%[11.4 µM]	-17%

All compounds of this part, repeating the preview:
SMILES	RXFP1 ag	ALOX12 inh	TrxR1 inh	TrxR1 substrate	mIDH1 inhibitor	Vif-APOBEC3G blk	Vif-A3F inh	RGS4 inh	USP1 inh
N#Cc1nc(/C=C/c2ccccc2)oc1NCCCN1CCOCC1	?	15%	-10%[57.1 µM]	355%[activator][57.1 µM]	3%	0%	-4%	4%	-14%
O=C(COC(=O)c1n[nH]c2ccccc12)c1ccc(F)c(F)c1	0.2%	?	5%[57.1 µM]	0%[57.1 µM]	-4%	-3%	-1%	15%	-8%
NC(=O)CC(NC(=O)c1ccccc1)c1ccc(NCCOc2ccccc2)c([N+](=O)[O-])c1 (stereo not given)	1.5%	29%	20%[57.1 µM]	4%[57.1 µM]	0%	5%	?	2%	-16%
CCOC(=O)c1ccoc1CSCc1ccc(C(=O)OC)o1	2.8%	?	?	1%	4%	2%	4%	-23%[11.4 µM]	-17%
Cc1ccc(F)cc1S(=O)(=O)N1CCC(c2nc3ccccc3s2)CC1	4.8%	-9%	25%	1%	21%	3%	-23%	-19%	-22%
Cc1cc(C)cc(NC(=O)Cn2nnc(C(=O)NCc3ccccc3Cl)c2N)c1	3.1%&0.0%	-12%&-4%	18%&10%	6%&-4%	6%&-15%	-16%&-22%	1%&-18%	-5%&-13%	-21%&-13%
Cc1ccc(NCCN(C)C)c2c(=O)c3cc(O)ccc3sc12	/	?	-3%[11.4 µM]	11%[57.1 µM]	2%	0%	-2%	-15%	-21%
C/C(=N\NC(=O)Cc1ccccc1)c1ccc(Cl)s1	-1.2%	-1%	22%	0%	8%	1%	7%	-19%	-16%
COc1ccc(NC(=O)c2ccco2)cc1NC(=O)COc1ccc(C)c(C)c1	-0.7%	?	10%	5%	-11%	-3%	-5%	-39%	-16%
COc1ccc(S(=O)(=O)N2CCCCC2)cc1C(=O)NC1CCS(=O)(=O)C1 (stereo not given)	2.7%	-1%&-26%	19%[57.1 µM]	1%[57.1 µM]	-4%&-12%	-3%&3%	0%&-10%	-30%	-10%&-12%
CC(C)c1ccc(NC(=O)c2ccc3snnc3c2)cc1	6.4%	i	23%	-1%	8%	-6%	-1%	-4%	-24%
CCOC(=O)Nc1cccc(OCC(=O)Nc2ccc3c(c2)CCC3)c1	/	1%	18%	-2%	-7%	3%	3%	-13%	-19%
CC(=O)Oc1ccccc1C(=O)Nc1ccccc1C(=O)N1CCCCC1	2.6%	-5%	-3%	1%	5%	0%	2%	-34%	-14%
Cc1cc(C)cc(NC(=O)C(c2ccccc2)N2CCCC2)c1 (stereo not given)	-0.7%	2%	-16%	-12%	-6%	1%	6%	4%	-8%
COc1ccc(/C=C2/SC(c3ccc(C)cc3)=NC2=O)cc1OC	3.3%	?	?	0%	9%	-14%	-17%	?	?
O=C1C=CC(=O)c2c(O)c(CO)c(CO)c(O)c21	/	?	?	-2%	9%	-1%	5%	?	14µM*
CC1(C)CN(c2ccc(Br)cc2Br)C1=O	0.1%	?	10%	8%[57.1 µM]	8%	-4%	-6%	2%	-5%
COc1cc(NS(=O)(=O)c2ccc(NC(=O)c3ccc(C)o3)cc2)nc(OC)n1	-0.2%	-9%	9%	7%	1%	0%	-2%	15%	-22%
CCN1C(=O)[C@H]2[C@H]3CN=C(SCC4CC4)N3[C@@](Cc3ccccc3)(C(=O)OC)[C@H]2C1=O	/	?	17%	2%	9%	-4%	-3%	12%	-10%
COc1ccc(C(CNC(=O)C(CCSC)NC(=O)c2ccccc2Cl)N2CCCCC2)cc1 (stereo not given)	2.1%	209%[activator]	-7%	-5%	6%	-5%	-2%	-14%	-2%
Cc1ccc(C(c2sc3nc(-c4ccco4)nn3c2O)N2CCN(c3ccc(F)cc3)CC2)cc1 (stereo not given)	-1.3%	-21%	10%[57.1 µM]	-4%[57.1 µM]	-7%	1%	-1%	10%	?
COc1ccc(NS(=O)(=O)c2cc(NC(=O)CNC(=O)c3cccc(OC)c3)ccc2C)cc1	4.7%	6%	7%	0%	-3%	?	-17%	-5%	-21%
Cc1csc(=O)n1CCC(=O)OC(C)C(=O)NCc1ccccc1 (stereo not given)	/	-9%	-1%[2.29 µM]	-5%[57.1 µM]	11%	-1%	3%	-13%	-1%
Cc1ccc(N2C(=O)C3C4C=CC(CNC(=S)N5CCN(c6cccc(C)c6)C(C)C5)(O4)C3C2=O)cc1 (stereo not given)	4.3%	-23%	16µM*	6%	15%	0%	-3%	?	-15%
COc1ccc(-c2ccc(N(C)C)cc2)cc1[C@H]1[C@@H]2C=CCC[C@@]2(C)C(=O)N1Cc1ccccc1	0.0%	-4%	28%	27%	11%	-1%	4%	-6%	-34%
COc1cc(C(=O)N(C)C2CCCN(Cc3ccccc3F)C2)cc(OC)c1OC (stereo not given)	1.6%	12%	11%[57.1 µM]	-4%[57.1 µM]	8%	-4%	2%	-22%	-17%
CCc1ccc(OCC2c3cc(OC)c(OC)cc3CCN2C(=O)Cc2ccc(OC)c(OC)c2)cc1 (stereo not given)	2.5%	-4%	-33%[57.1 µM]	-18%[57.1 µM]	-1%	-5%	-5%	14%	-27%
CC1(C)Cc2nc3sc4c(N(CCO)CCO)nnnc4c3cc2CO1	4.0%	-8%	27%	50%[activator]	-14%	-1%	-11%	14%	-15%
CC1=C(C(=O)Nc2ccc(C)cc2C)C(c2ccc(C)o2)NC(=S)N1 (stereo not given)	0.0%	-27%	-7%	6%[0.457 µM]	3%	1%	1%	-9%	-1%
O=C(CCCCC(=O)OCC1CCCO1)OCC1CCCO1 (stereo not given)	/	-5%	31%	2%	-3%	0%	-25%	-6%	?

Full records from above.
Listed for `CC1(C)Cc2nc3sc4c(N(CCO)CCO)nnnc4c3cc2CO1` → RXFP1 ag = 4.0%; ALOX12 inh = -8%; TrxR1 inh = 27%; TrxR1 substrate = 50%[activator]; mIDH1 inhibitor = -14%; Vif-APOBEC3G blk = -1%; Vif-A3F inh = -11%; RGS4 inh = 14%; USP1 inh = -15%
Listed for `CC1(C)CN(c2ccc(Br)cc2Br)C1=O` → RXFP1 ag = 0.1%; ALOX12 inh = ?; TrxR1 inh = 10%; TrxR1 substrate = 8%[57.1 µM]; mIDH1 inhibitor = 8%; Vif-APOBEC3G blk = -4%; Vif-A3F inh = -6%; RGS4 inh = 2%; USP1 inh = -5%

Next section:
SMILES	RXFP1 ag	ALOX12 inh	TrxR1 inh	TrxR1 substrate	mIDH1 inhibitor	Vif-APOBEC3G blk	Vif-A3F inh	RGS4 inh	USP1 inh
COC(=O)c1sc(S(=O)(=O)Nc2ccc(C)cc2)c(C(=O)OC)c1C	0.9%	-11%	-13%[57.1 µM]	-2%[57.1 µM]	-1%	0%	-2%	-9%	-23%
COc1ccc2nc(NC(=O)C3COc4ccccc4O3)sc2c1 (stereo not given)	0.3%	-14%	1%	-5%	-5%	1%	-2%	11%	-2%
CC(=O)N1CCc2c(sc(NC(=O)CN3C(=O)c4ccccc4C3=O)c2C(N)=O)C1	1.2%	1%	5%	0%	4%	6%	-6%	-3%	-3%
CC12CCC(C(=O)O)(C/C1=N\O)C2(C)C (stereo not given)	0.6%&0.1%	6%	2%&7%	2%&2%	8%&17%	3%&3%	-6%&-1%	-8%&27%	-8%&-2%
O=C(CSc1nnc(CNC(=O)c2ccccc2F)n1-c1ccccc1)Nc1ccccc1F	0.6%	-9%	29%	1%	-19%	2%	2%	5%	2%
CCc1ccccc1NC(=O)N1CCN(c2cc(-c3noc(C)n3)ccc2C)CC1	-0.4%	0%	17%[57.1 µM]	6%[57.1 µM]	-2%	2%	-2%	-3%	-16%
COc1cccc(OCC(O)CN2CCN(C(c3ccccc3)c3ccccc3)CC2)c1 (stereo not given)	/	?	9%	-6%	4%	-1%	?	5%	-24%
CCCCCc1ccnc(CC(=O)c2ccc(OC)cc2)c1	/	?	-3%	-1%	1%	6%	7%	-23%	-29%
O=C(NNC(=O)c1cnccc1C(F)(F)F)c1ccc(Cl)cc1	-0.2%	221%[activator]	9%[57.1 µM]	1%[57.1 µM]	3%	3%	2%	-20%	-4%
CC(=O)Nc1ccc(NC(=O)C(C)OC(=O)CCCN2C(=O)c3cccc4cccc(c34)C2=O)cc1 (stereo not given)	2.0%	2%	10%	13%	1%	1%	0%	-23%	1%
CCN1CCN(C(=O)C(=O)c2c(C)[nH]c3ccccc23)CC1	2.4%	-3%	-10%	-9%	0%	-2%	-17%	-14%	-27%

Screening data: PubChem, National Center for Advancing Translational Sciences (NCATS)
